Mtb RmlCD inh = M. tuberculosis RmlC/RmlD coupled enzyme inhibitors, primary screen, biochemical, compound mixtures, 384-well, from 1536-well plates; hit rate 0.03% among 160,000; inhibition, % at 3.6 µM; RmlC+RmlD coupled enzyme assay, percent inhibition; primary screen in compound mixtures; AID 1533, 2009; in the data active = inhibition mostly above about 34%, no sharp cut-off; also: some results filed as inactive read as strong as hits
Target sequence (P9WH09 whole entry, looked up): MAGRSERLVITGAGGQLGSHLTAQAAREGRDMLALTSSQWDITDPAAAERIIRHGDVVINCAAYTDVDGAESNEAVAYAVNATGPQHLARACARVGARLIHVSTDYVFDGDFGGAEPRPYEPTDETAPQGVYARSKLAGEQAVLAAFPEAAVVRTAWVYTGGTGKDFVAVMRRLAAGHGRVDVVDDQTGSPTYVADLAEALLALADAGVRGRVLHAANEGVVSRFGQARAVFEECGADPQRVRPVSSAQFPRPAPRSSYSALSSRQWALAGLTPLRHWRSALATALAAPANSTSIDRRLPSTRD
Target sequence (P9WH11 whole entry, looked up): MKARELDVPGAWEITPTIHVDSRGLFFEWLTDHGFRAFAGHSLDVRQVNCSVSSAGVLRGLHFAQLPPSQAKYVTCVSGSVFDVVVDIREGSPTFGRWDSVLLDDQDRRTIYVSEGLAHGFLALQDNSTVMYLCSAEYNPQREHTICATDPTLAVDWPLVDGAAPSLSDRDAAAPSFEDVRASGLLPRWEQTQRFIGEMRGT
M. tuberculosis GlmU = inhibition of mycobacterial GlmU enzyme – biochemical, glucosamine-1-phosphate acetyltransferase (AID 1376); M. tuberculosis GlmU acetyltransferase enzyme assay; higher % means a stronger effect; hit rate 0.25% among 220,000; inhibition, %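 (tested at 30 µM in the primary screen)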, or IC50 in µM where a hit was titrated; Bifunctional protein GlmU (Mycobacterium tuberculosis (strain ATCC 25618 / H37Rv)); in the data active = inhibition above about 13%;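 also: 0% = complete reaction with vehicle and 100% = reaction without substrate; strong numbers were not always called active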
Numbers without * were called inactive; / = not tested or not shown; & = joins results of further samples.

SMILES | Mtb RmlCD inh | M. tuberculosis GlmU
O=C(CNC(=O)c1ccc(Cl)cc1)NCCCn1ccnc1 | 7.7 | -5.8%
CSCCC(NS(=O)(=O)c1ccc(Cl)cc1)C(=O)OCC(=O)NC12CC3CC(CC(C3)C1)C2 (stereo not drawn) | 8.1 | 0.8%
O=C(c1ccc(SCc2ccco2)c([N+](=O)[O-])c1)N1CCOCC1 | -4.9 | -3.3%
CCc1ccc(-c2nn[nH]n2)cc1 | 7.8 | -3.5%
CCOC(=O)CNC(=O)CSc1nc2cccnc2n1C | / | -6.0%
CCN(CC)C(=O)Cn1cc(C(=O)C(=O)NCc2ccco2)c2ccccc21 | 11.3 | -2.6%
CCOc1ccc(CN2CCNC(=O)C2CC(=O)NCCCn2ccnc2)cc1 (stereo not drawn) | -10.6 | 0.8%
Cn1c(C(=O)O)cc2c(=O)n3ccccc3nc21 | / | -5.4%
O=C1N=C2SCCN2/C1=C\c1ccc(Cl)cc1 | -9.1 | -4.3%
CNc1ccc2oc(C[C@H]3O[C@@]4(CC[C@H]3C)O[C@H]([C@H](C)C(=O)c3ccc[nH]3)[C@H](C)C[C@H]4C)nc2c1C(=O)O | / | 0.1%
NNC(=O)c1nn(-c2ccc(Cl)cc2)ccc1=O | -5.6 | /
O=C(N1CCN(c2ccccc2)CC1)C(F)(F)C(F)F | / | 10.2%
CCOC(=O)c1ccc(NC(=O)CSCCC(=O)O)cc1 | -8.2 | 0.8%
COc1cc(C2C(C#N)=C(SC)NC3=C2C(=O)CCC3)ccc1O (stereo not drawn) | -10.8 | 2.2%
COc1ccc(COC(=O)c2ccc(N3CCCC3=O)cc2)cc1F | -8.0 | 10.5%
COc1ccc(OCC(O)CNc2ccc(Br)cc2)cc1 (stereo not drawn) | -3.6 | -7.0%
N=c1sccn1CC(=O)Nc1ccc(Cl)c(S(=O)(=O)N2CCOCC2)c1 | -11.2 | 0.4%
COC(=O)/C(=C1\Oc2ccc(C(C)(C)C)cc2S1)C(F)(F)F | 10.5 | 0.1%
COc1ccc([N+](=O)[O-])cc1NCc1cccc([N+](=O)[O-])c1 | -8.2 | -7.8%
Cc1ccc(C(=O)N2CCOCC2)cc1Cl | 7.9 | -0.8%
CCOC(=O)N1CCN(C(=O)CSCC(=O)N=c2sc3cc(OC)ccc3n2C)CC1 | / | 6.2%
Cc1c(/C=N/O)c2ccccn2c1C=O | -9.5 | 0.1%
COc1ccc(-c2nnc(SCC(=O)NC(=O)NCc3ccccc3)o2)cc1 | / | -1.2%
Cc1cc(SCC(=O)OCC(=O)NC(C)c2ccccc2)c(C)cc1Br (stereo not drawn) | 12.3 | 4.9%
Cc1nnc(Nc2ccc3c(c2)ncn3C)c2ccccc12 | -9.9 | 4.2%
CC(C)(C)NC(=O)NC(=O)CSc1nnc(COc2ccccc2Cl)o1 | / | -4.3%
C=CCN1CCC2(C)c3cc(O)ccc3CC1C2C (stereo not drawn) | / | 5.1%
CCN1CCN(c2ncnc3c2cnn3-c2ccc(C)cc2C)CC1 | / | 8.4%
Cc1ccc(-n2c(-c3cnccn3)n[nH]c2=S)c(Br)c1 | 9.6 | 7.1%
Cn1ncc(Cl)c1C(=O)N1CCN(C(=O)c2ccco2)CC1 | 7.0 | 6.2%
COc1cc(C)nc(Nc2nc(C)c(C(C)=O)s2)n1 | 1.2 | 4.1%
Cc1nc(C(=O)Nc2ccc(Cl)cc2)nn1-c1ccc([N+](=O)[O-])cc1 | 4.5 | 2.9%
C=CCC(CC=C)(C(N)=O)c1ccccc1 | -4.5 | -0.8%
COC(=O)c1[nH]c2ccc(C)cc2c1NC(=O)Oc1ccccc1 | -8.6 | 6.3%
Cc1ccc(NC(=O)c2cc(-c3cccs3)on2)cc1C | -11.2 | 6.8%
COC(=O)C(O)(c1ccc(NC(=O)c2cccs2)cc1)C(F)(F)F (stereo not drawn) | / | -6.1%
CC(=O)N1N=C2C3CCN(CC3)C2C1c1ccc(Br)cc1 (stereo not drawn) | 0.0 | -6.9%
NC(=O)C(c1ccc(Cl)cc1)c1ncc(C(F)(F)F)cc1Cl (stereo not drawn) | 7.1 | -1.3%
COc1ccc(NC(=O)C2CCN(c3nc(C)cc(C)n3)CC2)cc1 | / | -1.8%
CCCCNC(=S)Nc1cc([N+](=O)[O-])ccc1C | 8.4 | 9.9%
Cc1ccc(C(NC(=O)NCCCN2CCOCC2)=C(Cl)Cl)cc1F | -3.3 | 0.5%
O=C(COC(=O)/C=C/c1cccc(F)c1)Nc1ccccc1-c1ccccc1 | 24.4 | -7.7%
CC(NS(=O)(=O)c1ccc(CCC(=O)NCC2CCCO2)cc1)c1ccccc1 (stereo not drawn) | / | 2.0%
Cc1ccccc1C(=O)Nc1ccccc1C(=O)NCC(C)C | 6.8 | 0.9%
O=C(NCCNC1CCC(c2ccccc2)CC1)c1ccc(F)cc1 (stereo not drawn) | -11.3 | -7.3%
COC(=O)CCCCC1SCC2NC(=O)NC21O (stereo not drawn) | / | -2.6%
CC(C)Nc1nc(Oc2ccc(Cl)cc2Cl)cc(C(F)(F)F)n1 | -2.5 | 0.3%
Cc1ccc(NC(=O)C2C3CCCC2C3c2ccccc2)cc1 (stereo not drawn) | -13.9 | 1.9%
Cc1onc(-c2c(F)cccc2Cl)c1C(=O)Nc1nnc(-c2ccccc2)s1 | / | 3.2%
COc1ccc2nc3ccccc3nc2c1N | 12.6 | 2.4%
CCCn1c(=S)[nH]c2ccccc2c1=O | 29.3 | 0.2%
COC(=O)C(NC(=O)CCc1c(C)nc2ncnn2c1C)C(C)C (stereo not drawn) | 0.1 | -3.9%
O=C1Nc2ccccc2N(O)N1c1ccc(S(=O)(=O)N2CCCCCC2)cc1 | -10.5 | 2.6%
Cc1cn(C2OC(COC(=O)c3ccccc3)C(OC(=O)c3ccccc3)C2OC(=O)c2ccccc2)c(=O)[nH]c1=O (stereo not drawn) | / | -5.7%
O=C(N/N=C/c1cc2ccccc2nc1Cl)c1ccncc1 | -5.2 | 9.0%
CCOc1ccccc1C(=O)N1CCN(C(c2ccccc2)c2ccccc2)CC1 | / | 1.9%
CCOC(=O)C1C(=O)NC(N2CCOCC2)=NC1C(C)C (stereo not drawn) | 25.2 | -3.2%
O=C(N/N=C/c1ccco1)c1cc(-c2cccc3ccccc23)n[nH]1 | / | 4.8%
Cc1ccc(NC(=O)c2c(Cl)nc3ccccn23)cc1 | -6.0 | 2.5%
CC(C)C(C)NC(=O)CN1C(=O)NC2(CCc3ccccc3C2)C1=O (stereo not drawn) | 19.6 | -2.4%

As entered above:
Mtb RmlCD inh with Cc1ccc(NC(=O)c2c(Cl)nc3ccccn23)cc1 = -6.0
Mtb RmlCD inh with CCCn1c(=S)[nH]c2ccccc2c1=O = 29.3

(continued)
SMILES | Mtb RmlCD inh | M. tuberculosis GlmU
CN1CCN(Cc2cn[nH]c2-c2ccc(F)cc2F)[C@@H](c2ccccc2)C1 | 3.5 | -1.3%
COc1cc(-c2nnc(CSc3nnc(Nc4ccc(C(C)C)cc4)s3)o2)cc(OC)c1OC | 3.5 | 1.9%
C/C(=N\NC(=O)Cn1nc(C)c([N+](=O)[O-])c1C)c1ccc(Cl)s1 | 4.5 | 2.1%
O=C(OCCN1CCCCC1)c1ccc(O)cc1 | 0.7 | 2.8%
COc1ccc(/C=N/N(C(C)=O)c2nc(-c3ccc(C)cc3)cs2)cc1 | -0.5 | 2.1%
Fc1ccc(SCCc2ccccn2)cc1 | 13.9 | 3.0%&1.3%
CCOc1cc(-c2noc(CCC(=O)Nc3cccnc3)n2)ccc1OC | / | -1.5%
Cc1cc(NC(=O)CSc2nnc(N)s2)c([N+](=O)[O-])cc1C | 8.4 | 4.8%
COC(=O)c1ccccc1NC(=O)CSc1nnnn1C1CCCCC1 | 5.1 | 0.0%
O=C(COc1ccc2c(c1)OCO2)Nc1ccccc1C(F)(F)F | 3.1 | 3.3%
CCN(CC)C(=O)CN(c1cccc(OC)c1)S(=O)(=O)c1ccc(C)cc1 | 9.3 | 1.6%
Cc1cc(C(=O)C(=O)N(C)C)c(C)n1-c1ccc(Cl)c(Cl)c1 | 9.4 | -9.9%
CN1CCN(C(CNS(=O)(=O)c2ccc(Cl)cc2)c2cccnc2)CC1 (stereo not drawn) | 49.2 | -2.6%
CN1CCN(c2nc(-c3ccccn3)nc3ccccc23)CC1 | / | -7.7%
CC1(C)CC[C@]2(C(=O)O)CC[C@]3(C)C(=CCC4[C@@]5(C)CC[C@H](O)C(C)(C)C5[C@H](O)C[C@]43C)[C@@H]2C1 (stereo partly drawn) | / | 4.4%
CCC(=O)N1N=C2CC(C)(C)OCC2C1c1ccccc1 (stereo not drawn) | / | -0.8%
COc1ccc(C2c3ccc4ccccc4c3Oc3ncn(CCN4CCOCC4)c(=N)c32)cc1OC (stereo not drawn) | -8.7 | -4.5%
COC(=O)c1c(NS(=O)(=O)c2ccccc2)csc1C | 11.8 | 5.5%
Cc1cc(C)nc(N(C#N)CC(=O)Nc2ccccc2)n1 | / | -3.4%
COc1cccc(-c2csc(N3CCN(CC(=O)Nc4ccc5c(c4)OCO5)CC3)n2)c1 | / | -0.4%
COc1cc2c(cc1OC)CN(S(=O)(=O)c1ccc3c(c1)OCCO3)CC2 | -1.5 | -2.4%
CCN(CC)c1ccc(/C=C/c2nc3ccccc3s2)cc1 | / | -2.1%
Cc1ccc(N(CC(O)CN2CCCC2)S(=O)(=O)c2ccc(C)cc2)cc1 (stereo not drawn) | 11.6 | /
O=C(Cn1cnc2ccccc2c1=O)NCc1cccs1 | 5.4 | 3.0%
Cc1cc(C)c2cc(C(=O)N3CCC(Cc4ccccc4)CC3)[nH]c2c1 | 19.4 | 0.9%
COc1ccccc1-c1nnc(NC(=O)OCC(C)C)s1 | -2.9 | -3.0%
O=C(NCc1ccc(F)cc1)C(=O)NCC(c1ccco1)N1CCOCC1 (stereo not drawn) | 27.7 | -3.1%
Cc1ccc(NC(=O)COC(=O)CN2C(=O)C3CCCCC3C2=O)cc1S(=O)(=O)N1CCOCC1 (stereo not drawn) | 5.3 | -5.3%
Cc1cc(S(=O)(=O)N2CCN=C2c2ccccc2)ccc1F | / | 1.2%
COCCNC(=O)[C@@]1(Cc2ccccc2)C=C[C@@H](C)N1C(C)=O | / | 2.2%
C/C(CC(=O)Nc1ccc(C)c(Cl)c1)=N\NC(=O)Cc1cnc(N)s1 | / | 1.4%
C=CCn1c(SCC(=O)c2cccs2)nc2sc(C)cc2c1=O | 7.4 | 1.3%
CC(C)CCC(O)(CCC(C)C)C(=O)NNc1ccccc1 | / | 2.8%
O=C(Cc1ccc(-c2ccccc2)cc1)NC(c1ccccc1)c1ccccc1 | 9.8 | -6.2%
CC(=O)c1csc(COc2ccccc2)n1 | 43.9 | 0.9%
CCCn1cnc2c(=O)oc3ccccc3c21 | / | 5.4%

Overlap with the part before: 4 compounds, then new ones.
SMILES | Mtb RmlCD inh | M. tuberculosis GlmU
CC(C)CCC(O)(CCC(C)C)C(=O)NNc1ccccc1 | / | 2.8%
O=C(Cc1ccc(-c2ccccc2)cc1)NC(c1ccccc1)c1ccccc1 | 9.8 | -6.2%
CC(=O)c1csc(COc2ccccc2)n1 | 43.9 | 0.9%
CCCn1cnc2c(=O)oc3ccccc3c21 | / | 5.4%
S=C(NCc1ccccc1)NCc1ccc2c(c1)OCO2 | -14.7 | -1.7%
Cc1c(N/C=C/C(=O)C(F)(F)F)c(=O)n(-c2ccccc2)n1C | 4.8 | -2.0%
COc1cc(CNc2ncn[nH]2)ccc1OCC(=O)NC(C)(C)C | 10.8 | -0.1%
C/C(=N\NC(N)=S)C1C2C3CC4C5CC(C42)C1C53 (stereo not drawn) | -11.1 | -4.4%
Cc1c([N+](=O)[O-])cc(C(=O)Oc2ccc(Br)cc2C(=S)N2CCCCC2)cc1[N+](=O)[O-] | 3.9 | -1.7%
CC(C)[C@H](NC(N)=O)C(=O)Nc1cccc(S(=O)(=O)N2CCOCC2)c1 | 5.4 | -1.3%
Cc1cc(NC(=O)CCC(=O)N(CC(=O)NC2CCCC2)c2ccc3c(c2)OCCO3)no1 | -6.6 | -4.3%
CCNC(=O)CC1C(=O)N(c2ccc(F)cc2)C(=O)N1CCc1ccc(OC)cc1 (stereo not drawn) | 14.2 | 2.3%
CCOC(=O)C1(CCOc2ccccc2)CCN(C(=O)c2ccc(-n3cccn3)cc2)CC1 | 11.3 | -1.3%
S=C(NCc1ccco1)NCC(c1ccco1)N1CCCCC1 (stereo not drawn) | / | 6.9%
Cc1ccc(N2C(=O)/C(=C/c3ccco3)SC2=S)cc1 | / | 9.5%
O=C(Nc1cccc(-c2cn3cccnc3n2)c1)c1ccc(Br)o1 | / | 3.8%
COC(=O)C1=C(C(=O)OC)[C@@H]2N(C)c3ccccc3[C@@]23C[C@@H](CO)N=C3N1 | / | -0.8%
CCCn1c(C)cc(C(=O)CSc2nc3ccccc3c(=O)n2Cc2ccco2)c1C | 3.9 | 2.3%

5 entries already listed, sorted by length of the SMILES, rising:
SMILES | Mtb RmlCD inh | M. tuberculosis GlmU
S=C(NCc1ccco1)NCC(c1ccco1)N1CCCCC1 (stereo not drawn) | / | 6.9%
C/C(=N\NC(N)=S)C1C2C3CC4C5CC(C42)C1C53 (stereo not drawn) | -11.1 | -4.4%
CC(C)[C@H](NC(N)=O)C(=O)Nc1cccc(S(=O)(=O)N2CCOCC2)c1 | 5.4 | -1.3%
Cc1cc(NC(=O)CCC(=O)N(CC(=O)NC2CCCC2)c2ccc3c(c2)OCCO3)no1 | -6.6 | -4.3%
COC(=O)C1=C(C(=O)OC)[C@@H]2N(C)c3ccccc3[C@@]23C[C@@H](CO)N=C3N1 | / | -0.8%

An excerpt; rates above refer to the full screens.
